# Source: PubChem BioAssay
# GSK3B inh: human GSK3beta kinase inhibition; P49841; GST-GSK3beta kinase, ADP-Glo luminescence, 60 min; active compounds read low; activity score (negative = inhibition), % at 10 µM; actives 0.038% (n = 300,000); AID 2097;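 active = more than half of replicate wells score below -50%, meaning over 50% inhibition versus plate controls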;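 note: 0% = median DMSO wells and -100% = median GW8510 positive control wells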
# Target sequence (P49841 whole entry, looked up): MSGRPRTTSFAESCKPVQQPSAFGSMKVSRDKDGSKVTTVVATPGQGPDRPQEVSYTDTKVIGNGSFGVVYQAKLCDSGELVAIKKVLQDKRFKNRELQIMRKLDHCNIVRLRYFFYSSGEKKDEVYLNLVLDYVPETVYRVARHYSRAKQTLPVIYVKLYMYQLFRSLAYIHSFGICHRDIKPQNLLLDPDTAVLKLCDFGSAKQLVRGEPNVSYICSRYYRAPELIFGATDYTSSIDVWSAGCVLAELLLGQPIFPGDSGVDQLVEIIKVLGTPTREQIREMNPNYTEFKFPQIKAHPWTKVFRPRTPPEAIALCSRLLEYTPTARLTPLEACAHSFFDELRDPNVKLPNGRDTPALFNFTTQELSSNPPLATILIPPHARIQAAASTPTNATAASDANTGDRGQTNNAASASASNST
#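 test system = GST-tagged human GSK3beta kinase, cell-free | reagent = 25 µM ATP with peptide substrate | dosing = one dose of 10 µM per compound | schedule = 60 min reaction, RT | detection = luminescent ADP-Glo measurement of ADP formed | control set = DMSO neutral wells and GW8510 at 20 µM as positive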
# GSK3A inh: human GSK-3 alpha kinase inhibition; P49840; ADP-Glo luminescence, 60 min; inhibition, % at 10 µM; actives 0.1% (n = 320,000); AID 2650;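 in the data active = inhibition above about 50%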;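 note: GST-tagged GSK-3 alpha with peptide substrate and 25 µM ATP; 0% = DMSO neutral wells and 100% = GW8510 positive control wells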
# Target sequence (P49840 whole entry, looked up): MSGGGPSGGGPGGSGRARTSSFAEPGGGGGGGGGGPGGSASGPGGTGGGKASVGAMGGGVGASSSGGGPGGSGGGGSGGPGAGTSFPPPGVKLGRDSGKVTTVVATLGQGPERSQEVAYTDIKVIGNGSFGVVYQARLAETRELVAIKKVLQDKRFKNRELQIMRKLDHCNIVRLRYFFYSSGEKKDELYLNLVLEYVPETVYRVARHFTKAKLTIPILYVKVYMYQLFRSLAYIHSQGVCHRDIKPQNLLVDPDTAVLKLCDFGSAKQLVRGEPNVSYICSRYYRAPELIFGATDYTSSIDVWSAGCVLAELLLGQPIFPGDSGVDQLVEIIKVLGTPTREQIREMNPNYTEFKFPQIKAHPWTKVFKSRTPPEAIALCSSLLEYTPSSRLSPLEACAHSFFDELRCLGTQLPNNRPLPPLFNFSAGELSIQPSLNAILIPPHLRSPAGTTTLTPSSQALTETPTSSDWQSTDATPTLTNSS
# HSF1 inh: HSF1 inhibition | NIH3T3-HGL HSE-luciferase, MG132-induced, luminescence 8 h; active compounds read low | activity change, negative = inhibition, % at 7.5 µM (by protocol) | actives 0.77% (n = 300,000) | AID 2098;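 active = more than half of replicate wells show activity change below -50%, luminescence cut by over half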;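 note: luciferase reports HSF-1 transcriptional activity via heat shock element; 0% = median of DMSO wells and -100% = zero luminescence signal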
# AI-2 QS mod: Vibrio harveyi AI-2 quorum sensing modulation | Vibrio harveyi JMH597 AI-2 luminescence/OD600 ratio, 9 h; active compounds read low; strain lacks LuxN and CqsS sensors; 0 = neutral-control median | activity change, % at 7.5 µM | actives 0.4% (n = 300,000) | AID 2094; in the data active = activity change below about -75%, passing the limit was not always enough;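 note: luminescence divided by OD600 gain over 9 h not by final OD600 alone; inactives centre near 13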
# IEC-6 cytotox: counter-screen for KLF5 inhibitors: cytotoxicity in IEC-6 cells; IEC-6 cytotoxicity, luminescence viability; inhibition, % at 5 µM; actives 0.78% (n = 290,000); AID 1825; in the data active = inhibition above about 22%;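 note: 0% = plate median of test compound wells and 100% = cytotoxic reference compound wells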
# HIF act: HIF pathway transcriptional activation; U2OS HRE-luciferase reporter, luminescence; normalized: DMSO 0%, desferrioxamine 100%; actives 0.32% (n = 300,000); AID 1910; activation, % at 7.5 µM (by protocol);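 active = mean activation of at least 10% of the iron chelator positive control signal, with at least half of replicates also reaching 10%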
# aSyn 5UTR inh: 5' untranslated region of α-synuclein, MLPCN primary screen. actives 0.82% (n = 300,000). alpha-synuclein 5'UTR reporter, inhibitor activity. AID 1813. inhibition, % (tested at 7.5 µM); in the data active = inhibition above about 60%;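 note: H4 neuroglioblastoma cells stably carrying SNCA 5'UTR luciferase fusion; 0% = DMSO wells and 100% = positive control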
# HSP90 refold inh: blocks HSP90-mediated luciferase refolding in reticulocyte lysate; Rabbit reticulocyte lysate, luciferase refolding luminescence, 3 h; actives 0.91% (n = 290,000); AID 1789; inhibition, % at 5.6 µM;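 active = inhibition above the screen-wide mean plus 3 SD, computed separately per campaign, cut at about 16% in these data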;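 note: 0% = DMSO wells and 100% = 60 µM geldanamycin wells; inhibitors lower the luminescence because luciferase stays unfolded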
# HSF-1 act: increases HSF-1 driven luciferase reporter signal. NIH3T3-HGL HSF-1 luciferase reporter, MG132, 8 h; 100% = twice DMSO control signal. activation, % at 9 µM. actives 1.7% (n = 300,000). AID 504408;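 active = mean replicate activation of at least 50% with a set share of replicates each reaching 50%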;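 note: 0% = median of the neutral control wells and 100% = twice that signal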
# KLF5 inh: suppresses KLF5 promoter-driven expression; inhibition, % at 5 µM; DLD-1 KLF5 promoter-luciferase reporter, luminescence; actives 0.23% (n = 290,000);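 active = inhibition above a per-plate limit of that plate's mean compound inhibition plus 3 SD, cut at about 60% in these data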;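 note: 0% = DMSO wells and 100% = LY294002 at 200 µM; higher means less KLF5 promoter-driven luciferase light; inactives centre near -14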
# * hit, by the source's call; . = not tested or not shown. An excerpt, so the mix of outcomes need not match the whole.
1: COCc1cc(OC(=O)N(C)C)nc(-c2ccc(C)c(Cl)c2)n1
2: O[C@H]1C2CCC1C(N1CCCCC1)CC2 (stereo not given in full)
3: Cc1ccc(/C=C2\C(=O)NC(=O)N(Cc3ccccc3Cl)C2=O)o1
4: CCCCC(=O)N/N=C/c1c(O)n(CCCC)c(=S)[nH]c1=O
5: CN1CCN2c3ccccc3CC3(C(=O)N(C)C(=O)N(C)C3=O)C2C1 (stereo not given)
6: CNC(=S)NC1CC2CCCC(C1)N2CC(C)C (stereo not given)

compound no.	1	2	3	4	5	6
GSK3B inh	-5	-2	-3	2	-3	-7
GSK3A inh	0	-2	-5	1	0	5
HSF1 inh	-2	-8	-1	-7	2	4
AI-2 QS mod	2	7	8	-16	15	5
IEC-6 cytotox	2	2	-1	-3	4	2
HIF act	-0.8	-0.1	0.0	-0.4	2.3	-0.2
aSyn 5UTR inh	11	5	7	-5	11	-14
HSP90 refold inh	2	-3	-1	7	3	1
HSF-1 act	22	-17	6	14	10	0
KLF5 inh	-33	-9	-29	1	11	-16

# Overlap with the part before: 2 entries, followed by the next part.
5: CN1CCN2c3ccccc3CC3(C(=O)N(C)C(=O)N(C)C3=O)C2C1 (stereo not given)
6: CNC(=S)NC1CC2CCCC(C1)N2CC(C)C (stereo not given)
7: CN(C)C1(CNC(=O)Cc2ccccc2F)CCCCC1
8: CCOP(=O)(OCC)c1cc(C)c(O)c(C(C)(C)C)c1
9: O=C(O)[C@H]1C[C@@H]1[C@H](NP(=O)(c1ccccc1)c1ccccc1)c1ccccc1
10: C/C(=N\NC(=O)c1ccncc1)c1c(O)[nH]c(=O)[nH]c1=O
11: CNS(=O)(=O)c1ccc(N=Cc2c(O)n(-c3cccc(C)c3)c(=O)[nH]c2=O)cc1
12: COc1ccccc1N1C(=O)NC(=O)/C(=C\c2cnn(-c3ccccc3)c2)C1=O

compound no.	5	6	7	8	9	10	11	12
GSK3B inh	-3	-7	1	1	1	3	0	3
GSK3A inh	0	5	0	-1	-6	7	1	0
HSF1 inh	2	4	10	.	0	4	9	-2
AI-2 QS mod	15	5	14	15	13	4	19	7
IEC-6 cytotox	4	2	-1	3	2	.	-2	-6
HIF act	2.3	-0.2	-0.3	.	1.4	2.4	0.2	0.1
aSyn 5UTR inh	11	-14	8	2	10	-3	13	-18
HSP90 refold inh	3	1	-3	-3	2	.	5	8
HSF-1 act	10	0	10	.	-10	5	5	0
KLF5 inh	11	-16	1	-9	-11	.	7	-17

13: C[N+](C)(C)Cc1ccccc1
14: O=c1[nH]c(=O)n(CCc2ccccc2)c(O)c1/C=N/N1CCOCC1
15: Cc1cc(OC(C)C(=O)NCc2ccncc2)c2c3c(c(=O)oc2c1)CCC3 (stereo not given)
16: CCOC(=O)[C@@]12C(=O)C(=O)N[C@]1(c1ccccc1)C1OCCCC12 (stereo not given in full)
17: Nc1ccc(Cl)cc1C(=O)c1ccccc1Cl
18: O=C(Nc1ccccc1F)OC1CN2CCC1CC2 (stereo not given)

compound no.	13	14	15	16	17	18
GSK3B inh	4	-1	1	-2	-4	2
GSK3A inh	0	0	-2	3	-3	2
HSF1 inh	-1	1	-2	-4	11	0
AI-2 QS mod	16	-14	19	11	-5	40
IEC-6 cytotox	1	2	9	8	-7	3
HIF act	-0.3	0.0	0.7	-0.4	-0.4	0.5
aSyn 5UTR inh	5	21	14	-2	16	-2
HSP90 refold inh	8	6	-2	0	0	1
HSF-1 act	-2	16	10	1	17	-11
KLF5 inh	-12	-11	-21	-17	5	6

19: COc1ccc(CCNC(=O)c2c(N)n(CCN3CCOCC3)c3nc4ccccc4nc23)cc1OC
20: CCOCN(C(=O)CCl)c1c(C)cccc1CC
21: Cn1c(O)c(C=NCCN2CCN(C(=O)Nc3ccccc3)CC2)c(=O)n(C)c1=O
22: CCOP(=O)(C#CC(C)(C)C)C(C)(O)c1ccccc1 (stereo not given)
23: O=C(Nc1ccc(Cl)cc1C(=O)c1ccccc1Cl)c1ccco1
24: NC(=O)CN1C2CCC1CC(NC(=O)C1CC1)C2 (stereo not given)

compound no.	19	20	21	22	23	24
GSK3B inh	4	-1	-4	-3	0	-2
GSK3A inh	0	.	2	0	-4	-3
HSF1 inh	-21	-2	-2	4	-3	3
AI-2 QS mod	9	13	25	15	16	2
IEC-6 cytotox	3	.	5	-5	-2	4
HIF act	0.4	-0.5	0.0	-0.3	-0.2	-1.3
aSyn 5UTR inh	40	-43	-30	3	26	-14
HSP90 refold inh	-1	.	4	1	-1	-4
HSF-1 act	-19	-1	-4	8	17	6
KLF5 inh	-32	.	-2	-7	-7	-4

25: Cc1cc(NC(=O)C(Cl)(Cl)Cl)no1
26: CS(=O)(=O)N1CCN(C(=N)N[N+](=O)[O-])CC1
27: C=CCn1c(O)c(C(C)=NCCO)c(=O)[nH]c1=O
28: Cn1cc(CCC(=O)N2CCC3(CC2)OCCO3)c2ccccc21
29: CN1/C(=C\C=C2C(=O)NC(=O)NC2=O)C(C)(C)c2ccccc21
30: COC(=O)N(c1ccc(OC)cc1)P1(=S)OCCC(C)O1 (stereo not given)

compound no.	25	26	27	28	29	30
GSK3B inh	-3	-1	2	8	1	4
GSK3A inh	2	-1	6	-2	12	-11
HSF1 inh	1	5	-7	2	-5	-5
AI-2 QS mod	13	22	21	16	-5	23
IEC-6 cytotox	0	-1	-5	-7	6	4
HIF act	0.0	-0.1	-0.2	-0.1	0.0	0.0
aSyn 5UTR inh	-10	7	-4	-7	40	-9
HSP90 refold inh	-2	-1	-1	-2	1	0
HSF-1 act	-8	2	8	-6	-6	10
KLF5 inh	2	-1	-28	-40	3	3

# Five compounds drawn at random from those above, as already listed:
30: COC(=O)N(c1ccc(OC)cc1)P1(=S)OCCC(C)O1 (stereo not given)
28: Cn1cc(CCC(=O)N2CCC3(CC2)OCCO3)c2ccccc21
26: CS(=O)(=O)N1CCN(C(=N)N[N+](=O)[O-])CC1
29: CN1/C(=C\C=C2C(=O)NC(=O)NC2=O)C(C)(C)c2ccccc21
27: C=CCn1c(O)c(C(C)=NCCO)c(=O)[nH]c1=O

compound no.	30	28	26	29	27
GSK3B inh	4	8	-1	1	2
GSK3A inh	-11	-2	-1	12	6
HSF1 inh	-5	2	5	-5	-7
AI-2 QS mod	23	16	22	-5	21
IEC-6 cytotox	4	-7	-1	6	-5
HIF act	0.0	-0.1	-0.1	0.0	-0.2
aSyn 5UTR inh	-9	-7	7	40	-4
HSP90 refold inh	0	-2	-1	1	-1
HSF-1 act	10	-6	2	-6	8
KLF5 inh	3	-40	-1	3	-28

# Following part:
31: Cc1cc(C=O)c(C)n1C1CCCCC1
32: COc1ccc(O)c(C(C)(C)C)c1
33: Cc1ccc(-n2c(O)c(C=NCCN3CCNCC3)c(=O)[nH]c2=S)cc1
34: CCOC(=O)CC1=C(C(=O)OCC)C2(C(=O)Nc3ccccc32)C(C#N)=C(N)O1 (stereo not given)
35: COCCCn1c(N)c(C(=O)OCCOC)c2nc3ccccc3nc21
36: CCOP(=O)(OCC)C(NC(=O)c1ccc(Cl)cc1)=C(Cl)Cl

compound no.	31	32	33	34	35	36
GSK3B inh	-1	0	2	-4	0	-2
GSK3A inh	1	-6	14	-5	-1	-2
HSF1 inh	-7	8	0	4	1	-3
AI-2 QS mod	15	2	12	28	41	-9
IEC-6 cytotox	1	-5	-7	2	-2	2
HIF act	0.0	0.1	0.2	1.2	0.2	0.0
aSyn 5UTR inh	-1	1	-7	-8	-25	14
HSP90 refold inh	10	-4	3	-1	22*	1
HSF-1 act	19	19	-7	-5	16	3
KLF5 inh	-4	4	5	-48	-3	10

37: O=Cc1cn(Cc2cccc([N+](=O)[O-])c2)c2ccccc12
38: Cc1c(C=O)c2ccccc2n1Cc1cccc(F)c1
39: c1ccc(C(OCCN2CCNCC2)c2ccccc2)cc1
40: COc1ccc(-n2c(O)c(C(C)=NCc3ccc4c(c3)OCO4)c(=O)[nH]c2=O)cc1
41: O=C1NC(=O)N(c2ccc3c(c2)OCO3)C(=O)/C1=C/c1ccsc1
42: CC(C)CNP(=S)(c1ccccc1)C(C)(C)C (stereo not given)

compound no.	37	38	39	40	41	42
GSK3B inh	1	1	-3	1	-1	-1
GSK3A inh	0	1	-1	1	1	-2
HSF1 inh	0	-10	-4	6	10	-2
AI-2 QS mod	43	12	-9	5	24	12
IEC-6 cytotox	3	1	-2	4	-12	6
HIF act	-3.3	-0.3	0.0	0.1	0.4	0.2
aSyn 5UTR inh	94*	28	-8	17	-22	23
HSP90 refold inh	0	1	3	-8	0	6
HSF-1 act	14	-9	-9	12	10	-1
KLF5 inh	1	-1	-2	-6	-19	-5

43: CC(C)c1ccc(N2C(=O)NC(=O)/C(=C\c3cnc(-c4ccccc4)nc3)C2=O)cc1
44: CCCCN1C(=O)NC(=O)C2(Cc3c(nc4ccccn4c3=O)N3CCc4ccccc4C32)C1=O (stereo not given)
45: CCCCN1C(=O)C(C2c3ccccc3C(=O)N2Cc2ccccc2)C(=O)NC1=S (stereo not given)
46: COC(=O)C(O)(c1ccc(N(C)C(=O)c2ccc(Cl)c(Cl)c2)cc1)C(F)(F)F (stereo not given)
47: O=C(CN1CCOCC1)c1ccc(Br)cc1
48: O=C1N(c2cccc(Cl)c2)C(c2cccnc2)N2CCCN12 (stereo not given)

compound no.	43	44	45	46	47	48
GSK3B inh	4	-3	-3	0	-3	2
GSK3A inh	-4	-2	-2	1	-2	-2
HSF1 inh	-6	5	3	2	0	-1
AI-2 QS mod	52	15	11	25	-5	19
IEC-6 cytotox	-6	-2	0	-2	-1	-2
HIF act	-0.4	2.1	-0.5	-0.2	-15	-0.7
aSyn 5UTR inh	-29	-49	37	10	-13	-6
HSP90 refold inh	2	1	-1	-5	-3	4
HSF-1 act	-24	17	2	-14	-13	3
KLF5 inh	-24	6	9	1	-25	4

49: Cc1ccccc1-n1c(-c2ccc([N+](=O)[O-])cc2)nc2ccccc2c1=O
50: COC(=O)COc1cc(C)cc2oc(=O)c3c(c12)CCCC3
51: CC1SC2(CN3CCC2CC3)NC1=O (stereo not given)
52: COc1cc2c(cc1OC)-c1c(OC)c(OC)cc3c1[C@H](C2)[N+](C)(C)CC3
53: CC(O)CNc1ccc([N+](=O)[O-])c2cccnc12 (stereo not given)
54: COc1cc2c(cc1OC)C(c1c(O)n(CCc3ccccc3)c(=S)[nH]c1=O)NCC2 (stereo not given)
55: Cc1ccc(CCN2CC(C(=O)N3CCC4(CC3)OCCO4)CC2=O)cc1 (stereo not given)
56: Cc1cc(C=C2C(=O)N(C)C(=O)N(C)C2=O)c(C)n1-c1ccccc1

compound no.	49	50	51	52	53	54	55	56
GSK3B inh	1	3	1	2	0	-1	3	3
GSK3A inh	0	-1	-5	4	4	1	1	2
HSF1 inh	-10	2	-4	-2	-6	-18	-4	-8
AI-2 QS mod	11	9	18	12	10	17	10	9
IEC-6 cytotox	-2	-6	-2	-4	2	-9	5	4
HIF act	-0.2	0.1	-0.3	-2.0	-0.3	-0.3	0.7	0.1
aSyn 5UTR inh	-1	7	-7	24	8	-16	-1	-12
HSP90 refold inh	-3	-3	-3	0	3	-2	1	1
HSF-1 act	-5	19	-9	0	-9	-34	14	3
KLF5 inh	-10	-1	-16	-19	-4	-6	-15	-24
